Bioassay records: PubChem BioAssay, several laboratories
BoNT F protease = BoNT F light chain protease inhibition; Multiplex microsphere protease cleavage assay, flow cytometry; inhibition, % at 10 µM; 360,000 compounds, 0.22% hits; in the data active = inhibition above about 35%, passing the limit was not always enough; inconclusive = no clear call, values can overlap the other calls; also: plate controls were buffer without enzyme for full effect and enzyme alone for no effect
PfHsp40 rescue = rescue of PfHsp40-mediated yeast toxicity; S. cerevisiae expressing PfHsp40, growth rescue, ATP luminescence; growth rescue, % at 12.5 µM; AID 504582; 340,000 compounds, 0.68% hits; in the data active = growth rescue above about 28%, passing the limit was not always enough; inconclusive = no clear call, values can overlap the other calls;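 also: yeast W303a lacking pdr1 and pdr3 grown in galactose medium; growth measured after three days at 30 °C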
CCHF vOTU inh = CCHFV vOTU protease inhibition; inhibition, % at 11.5 µM; Pep-AMC fluorescence; AID 651958; 370,000 compounds, 0.55% hits; in the data active = inhibition above about 30%; also: 0% = vehicle wells with enzyme and 100% = no enzyme wells
TcdB inh = blocks C. difficile toxin B glycohydrolase activity. TcdB glycohydrolase enzymatic assay, plate reader. inhibition, % at 9.99 µM. 350,000 compounds, 0.24% hits; in the data active = inhibition above about 10%
Anthrax LF inh2 = blocks Bacillus anthracis lethal factor protease | P15917 | multiplex microsphere protease cleavage assay, LF | inhibition, % at 10 µM | 360,000 compounds, 0.12% hits; also: plate controls were buffer without enzyme for full effect and enzyme alone for no effect
Target sequence (P15917 whole entry, looked up): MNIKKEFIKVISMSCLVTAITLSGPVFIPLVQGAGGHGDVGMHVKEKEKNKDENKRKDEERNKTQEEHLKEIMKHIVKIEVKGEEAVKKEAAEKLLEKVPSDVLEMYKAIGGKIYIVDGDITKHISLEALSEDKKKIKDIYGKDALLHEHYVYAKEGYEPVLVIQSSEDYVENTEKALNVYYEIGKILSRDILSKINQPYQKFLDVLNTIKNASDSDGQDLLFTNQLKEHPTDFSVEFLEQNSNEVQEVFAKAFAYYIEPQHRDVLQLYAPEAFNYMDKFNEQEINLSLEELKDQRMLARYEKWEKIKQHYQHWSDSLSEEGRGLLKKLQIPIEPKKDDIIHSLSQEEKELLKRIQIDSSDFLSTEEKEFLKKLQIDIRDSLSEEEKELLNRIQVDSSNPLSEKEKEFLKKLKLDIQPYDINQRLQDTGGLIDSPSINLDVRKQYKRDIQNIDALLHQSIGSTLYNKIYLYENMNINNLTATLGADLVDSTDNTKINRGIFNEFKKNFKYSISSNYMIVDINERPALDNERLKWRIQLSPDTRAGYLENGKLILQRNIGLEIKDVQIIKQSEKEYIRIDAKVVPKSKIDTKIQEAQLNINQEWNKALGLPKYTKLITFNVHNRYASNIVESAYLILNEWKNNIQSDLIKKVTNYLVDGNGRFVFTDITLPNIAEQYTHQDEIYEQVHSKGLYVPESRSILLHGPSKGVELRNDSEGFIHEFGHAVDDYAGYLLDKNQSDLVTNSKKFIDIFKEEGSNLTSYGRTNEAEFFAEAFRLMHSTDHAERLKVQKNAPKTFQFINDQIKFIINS
FadD28 binding = blocks FadD28 binding to the bisubstrate probe; 360,000 compounds, 0.22% hits; inhibition, % at 12.5 µM; fluorescence polarization; in the data active = inhibition above about 8.5%, passing the limit was not always enough; inconclusive = no clear call, values can overlap the other calls
Yp Topo-I inh = blocks Yersinia pestis topoisomerase I activity; Y. pestis Topo-I cleavage product accumulation, plate reader; activity, % at 10 µM; 360,000 compounds, 0.064% hits; AID 504884; in the data active = activity above about 50%, passing the limit was not always enough; inconclusive = no clear call, values can overlap the other calls; also: inactives centre near 2
PrPC TRFRET = reduces human prion protein on the cell surface; P04156; cell surface PrPC, TR-FRET read-out; inhibition, % at 13.8 µM; 370,000 compounds, 0.43% hits; AID 720596; in the data active = inhibition above about 24%; also: 0% = median of the test wells and 100% = reference compound wells
BoNT A protease = blocks Botulinum neurotoxin A light chain protease; multiplex microsphere protease substrate cleavage, flow cytometry; 360,000 compounds, 0.17% hits; inhibition, % at 10 µM; also: plate controls were buffer without enzyme for full effect and enzyme alone for no effect
The depositor's hits bear a star; ? = inconclusive; . = no result given. Rule as the data show it, unless noted: active = inhibition above about 30%; inconclusive = no clear call, values can overlap the other calls; inactive = below that.

item	Compound	BoNT F protease	PfHsp40 rescue	CCHF vOTU inh	TcdB inh	Anthrax LF inh2	FadD28 binding	Yp Topo-I inh	PrPC TRFRET	BoNT A protease
1	COc1ccc(NC(=O)CSc2n[nH]c(=O)n2Cc2ccccc2)cc1Cl	-3.3	6.1	-1.1	2.7	0.5	.	4.5	2.9	2.0
2	COc1ccc(N(C(C)C(=O)N2CCC(Cc3ccccc3)CC2)S(C)(=O)=O)cc1 (stereo not given)	-0.8	-0.7	8.8	-0.3	-4.5	-2.2	16.6	14.0	-0.9
3	O=C(CCN1C(=O)C2C3C=CC(C3)C2C1=O)Nc1ccccc1F (stereo not given)	-4.1	-0.6	3.8	.	-1.9	-0.5	0.6	-4.3	1.6
4	COc1cc(/C=N\NC(=O)CN2CCOCC2)ccc1OCC(=O)Nc1ccc(C)c(C)c1	0.2	1.5	0.3	.	-10.1	-1.1	30.6	-1.4	-0.6
5	COC(=O)CCC(=O)c1oc2ccc(Br)cc2c1N	1.4	-1.6	-5.3	.	-2.8	-2.1	7.9	-6.8	-0.3
6	O=C(Nc1cccc(-c2ccc(N3CCCCC3)nn2)c1)c1ccco1	4.3	0.6	-12.1	1.7	0.1	-0.4	9.3	-16.8	-0.5
7	CCCCN(CC)CCNS(=O)(=O)c1ccc2c(c1)oc(=O)n2C	0.0	0.3	1.6	.	1.6	1.5	15.1	-8.0	1.8
8	O=C(NCCCn1ccnc1)C(=O)NC1CCCCC1	4.2	0.3	-2.1	0.1	-3.2	-1.1	-8.9	-0.5	-0.3
9	CCCn1c(CCNc2nc(-c3ccc(OC)cc3)cs2)nc2ccccc21	-3.2	2.6	9.5	0.0	0.4	-4.5	28.0	-7.2	-0.2
10	COc1ccc(OC)c(C2C=C(C34CC5CC(CC(C5)C3)C4)NC(=S)N2)c1 (stereo not given)	-3.4	0.9	2.2	0.2	-1.3	-1.0	27.0	13.1	-0.7
11	COc1ccc(CN(C2CCCC2)S(=O)(=O)c2ccc(-n3cnnn3)cc2)cc1	-1.4	-0.2	7.7	.	1.0	-4.9	-1.2	-3.4	-0.2
12	Cn1c(=O)c2c(nc(SCc3nn[nH]n3)n2Cc2ccccc2F)n(C)c1=O	-5.9	-0.9	0.3	.	-4.3	-3.8	-1.3	-0.3	0.6
13	COc1ccccc1OCC(=O)Nc1cc(S(=O)(=O)N2CCCCC2)ccc1N1CCCCC1	-3.9	0.3	-3.4	-0.4	1.3	1.2	28.3	7.1	0.7
14	COc1ccc(C2/C=C\CN(C(=O)c3ccccc3)[C@H](Cc3ccccc3)C(=O)N2Cc2ccc(F)cc2)cc1 (stereo not given in full)	-2.1	3.5	8.8	1.3	2.2	-4.0	35.7	6.2	0.3
15	CCOC(=O)N1CCN(CC(=O)N2c3ccccc3Sc3ccccc32)CC1	-14.7	0.3	-0.2	2.1	-4.4	0.0	13.8	4.3	-1.6
16	CC(Sc1nnc(C2CC2)n1C1CC1)C(=O)NC1(C#N)CCCCC1 (stereo not given)	-3.1	2.5	-4.1	2.0	-4.4	-0.9	-1.7	1.6	0.5
17	COc1ccc(C(=O)NCC(=O)OCCCOC(=O)CNC(=O)c2ccc(OC)c(OC)c2)cc1OC	0.9	-0.3	12.9	-10.0	3.5	-0.5	-6.1	5.9	-0.4
18	Cc1ccc(N(Cc2cc3ccccc3[nH]c2=O)C(=O)c2cccs2)cc1C	-1.7	2.2	1.1	-0.4	2.3	0.5	37.5	-1.4	-0.4
19	N#CC1=C(N)Nc2nc3ccccc3n2C1c1ccc(Cl)cc1 (stereo not given)	-5.0	2.1	-0.3	.	0.4	1.3	1.0	3.2	-0.3
20	CN1CCN(NC(=O)c2cccs2)CC1	-2.1	0.8	8.5	8.9	3.4	-1.1	0.9	-3.0	-1.0
21	CCC1CCc2sc(C(=O)N(C)CC(=O)Nc3ccc(OC)cc3)cc2C1 (stereo not given)	5.9	7.6	13.0	-1.3	0.3	-0.4	36.5	5.9	3.6
22	CCCOCc1ccc(O)c2ncccc12	-1.4	0.6	4.4	1.2	-1.4	-2.5	1.7	-1.1	-1.7
23	Cc1[nH]n(C(N)=S)c(=O)c1N=Nc1ccc([N+](=O)[O-])cc1Cl	?	0.9	19.1	-1.4	-15.9	0.3	-1.6	2.1	-4.1
24	Fc1ccccc1/C=N/Nc1nn[nH]n1	-9.1	-1.1	1.6	.	-5.1	-2.2	0.9	4.8	-0.5
25	O=C(O)CC/C(=C\c1cc([N+](=O)[O-])ccc1Cl)c1nc2ccccc2s1	-9.9	17.6	-0.4	.	-2.1	0.4	27.5	-40.3	-1.1
26	COc1nc(=O)n(C2OC(CO)C(O)C2O)cc1C (stereo not given)	-8.1	-0.1	-2.9	-0.4	-0.6	-0.8	3.0	-2.0	-0.3
27	COc1cc2cnc(C3=CCCCC3)cc2cc1OC	-3.0	-1.4	-1.6	0.7	0.8	-6.4	10.7	7.7	0.1
28	CN(C)CCCNc1ncnc2c1c(-c1ccccc1)cn2-c1ccccc1	-8.3	-0.1	1.9	1.5	0.2	-3.3	8.1	-11.9	-0.4
29	NC(=O)c1cc(Cl)ccc1OCC(=O)Nc1ccc2c(c1)OCO2	-10.6	1.8	7.7	2.0	-5.1	-0.4	-3.6	-2.5	0.7
30	N#Cc1ccc(S(=O)(=O)Nc2ccccc2N2CCOCC2)cc1	.	-0.5	4.2	-0.6	.	-0.5	5.1	6.0	.

One compound at a time, as listed above.
`COC(=O)CCC(=O)c1oc2ccc(Br)cc2c1N` in the list: BoNT F protease = 1.4; PfHsp40 rescue = -1.6; CCHF vOTU inh = -5.3; TcdB inh = .; Anthrax LF inh2 = -2.8; FadD28 binding = -2.1; Yp Topo-I inh = 7.9; PrPC TRFRET = -6.8; BoNT A protease = -0.3
`COc1ccc(CN(C2CCCC2)S(=O)(=O)c2ccc(-n3cnnn3)cc2)cc1` in the list: BoNT F protease = -1.4; PfHsp40 rescue = -0.2; CCHF vOTU inh = 7.7; TcdB inh = .; Anthrax LF inh2 = 1.0; FadD28 binding = -4.9; Yp Topo-I inh = -1.2; PrPC TRFRET = -3.4; BoNT A protease = -0.2

Remaining list, next part
item	Compound	BoNT F protease	PfHsp40 rescue	CCHF vOTU inh	TcdB inh	Anthrax LF inh2	FadD28 binding	Yp Topo-I inh	PrPC TRFRET	BoNT A protease
31	CC(C)CC(NS(=O)(=O)c1ccccc1)C(=O)O (stereo not given)	11.7	-0.1	-0.1	.	2.0	-3.6	5.8	5.9	0.7
32	Cc1ccccc1NS(=O)(=O)c1c(C(=O)N2CCCCCC2)c(C)n(C)c1C	7.2	-1.8	-5.5	1.1	4.5	-1.3	5.0	4.9	10.2
33	CC1=CC(=O)C2(C)C(C)=C(C)C12C (stereo not given)	-4.0	.	3.8	0.5	-1.8	-2.6	0.0	-3.9	-0.1
34	CCOC(=O)N1C2=NC(C(=O)OC)=C(C(=O)OC)[C@@H]3N(C)c4ccccc4[C@]23C[C@H]1C(=O)OC	-1.8	-1.8	-5.9	0.3	-5.3	-1.8	5.3	-3.0	-1.3
35	CCOC(=O)C1=C(C)OC(N)=C(C#N)C1c1cc(F)ccc1F (stereo not given)	-1.7	0.4	5.6	0.4	-5.1	?	1.7	3.7	0.4
36	O=C(O)c1cc(N/N=C/C=C/c2ccccc2)ccc1Cl	-0.8	-0.7	18.0	-2.7	-4.2	4.1	0.6	-5.2	-0.1
37	C(=N\n1cnnc1)/c1nc2ccccc2[nH]1	-16.5	-1.5	-31.6	.	3.2	-2.7	-0.2	0.4	-0.3
38	CN(C)CCNC(=O)c1cc2cc(Br)ccc2oc1=O	-12.7	-0.2	-13.8	.	0.5	-3.3	4.4	-4.7	-0.6
39	O=C(COc1ccc(F)cc1F)Nc1cccnc1	1.6	-0.8	26.5	0.2	0.6	-2.9	11.7	2.2	1.5
40	O=C(O)c1cc(NC(=O)c2ccc3c(c2)C(=O)N(Cc2ccccc2)C3=O)cc(C(=O)O)c1	8.0	-0.4	3.6	-0.3	-1.3	4.8	1.5	-4.9	1.1
41	CN(Cc1ccccc1)CC(O)COc1ccc(CNCc2cccnc2)cc1 (stereo not given)	-17.4	0.7	13.7	2.0	0.7	-3.5	6.8	2.0	0.2
42	CN(C(=O)CSc1nnnn1C)C1(C#N)CCCCC1	2.9	-0.2	-5.0	0.3	-3.6	-3.3	-0.7	-4.9	-0.4
43	CC(C(=O)Nc1nc2ccccc2[nH]1)N1C(=O)C2CC=CCC2C1=O (stereo not given)	-8.5	-0.4	6.5	.	1.7	0.5	5.2	-2.1	-0.6
44	O=C1NC(c2ccccc2)N=C2Oc3ccccc3C=C12 (stereo not given)	-8.5	1.5	8.0	0.5	1.0	-1.2	6.3	2.0	0.0
45	NNC(=O)c1cc(-c2ccc(N)cc2)nc2ccc(Br)cc12	-0.3	.	-4.2	1.0	-4.6	-1.0	-1.3	-5.4	0.4
46	On1c(-c2ccco2)nc2c1CCc1nonc1-2	4.7	1.6	0.1	.	-1.5	-2.5	-1.9	0.0	0.2
47	O=c1[nH]c2ccc(N/C(=N/S(=O)(=O)c3ccccc3)c3ccccc3)cc2[nH]1	-14.8	0.0	-5.7	.	-1.3	2.0	-2.7	1.6	-1.3
48	Cc1ccc(NC(=O)c2ccc(-n3cccn3)c([N+](=O)[O-])c2)cc1	-0.7	2.8	0.2	.	-0.6	-1.4	5.0	-16.4	-0.5
49	Cc1n[nH]c(C)c1CCCOc1ccccc1	5.4	-0.7	11.8	.	-0.6	1.2	-0.5	8.5	-0.1
50	CSCCC(NC(=O)COc1ccccc1)C(=O)N1CCCC(C(F)(F)F)C1 (stereo not given)	6.9	18.9	-10.9	0.7	2.9	-0.6	-1.4	-4.0	-1.1
51	CCN(CC)C(=O)Oc1ccnc2cc(Cl)ccc12	-5.7	-1.4	-16.6	1.1	-1.0	-0.6	4.6	5.9	-0.6
52	CCc1nnc(NC(=O)CCC(=O)N2CCN(c3cccc(Cl)c3)CC2)s1	-2.3	-1.4	2.5	0.9	-2.1	-1.7	28.9	-0.8	0.0

Of the compounds above, these contain an aryl methoxy group:
item	Compound	BoNT F protease	PfHsp40 rescue	CCHF vOTU inh	TcdB inh	Anthrax LF inh2	FadD28 binding	Yp Topo-I inh	PrPC TRFRET	BoNT A protease
1	COc1ccc(NC(=O)CSc2n[nH]c(=O)n2Cc2ccccc2)cc1Cl	-3.3	6.1	-1.1	2.7	0.5	.	4.5	2.9	2.0
2	COc1ccc(N(C(C)C(=O)N2CCC(Cc3ccccc3)CC2)S(C)(=O)=O)cc1 (stereo not given)	-0.8	-0.7	8.8	-0.3	-4.5	-2.2	16.6	14.0	-0.9
4	COc1cc(/C=N\NC(=O)CN2CCOCC2)ccc1OCC(=O)Nc1ccc(C)c(C)c1	0.2	1.5	0.3	.	-10.1	-1.1	30.6	-1.4	-0.6
9	CCCn1c(CCNc2nc(-c3ccc(OC)cc3)cs2)nc2ccccc21	-3.2	2.6	9.5	0.0	0.4	-4.5	28.0	-7.2	-0.2
10	COc1ccc(OC)c(C2C=C(C34CC5CC(CC(C5)C3)C4)NC(=S)N2)c1 (stereo not given)	-3.4	0.9	2.2	0.2	-1.3	-1.0	27.0	13.1	-0.7
11	COc1ccc(CN(C2CCCC2)S(=O)(=O)c2ccc(-n3cnnn3)cc2)cc1	-1.4	-0.2	7.7	.	1.0	-4.9	-1.2	-3.4	-0.2
13	COc1ccccc1OCC(=O)Nc1cc(S(=O)(=O)N2CCCCC2)ccc1N1CCCCC1	-3.9	0.3	-3.4	-0.4	1.3	1.2	28.3	7.1	0.7
14	COc1ccc(C2/C=C\CN(C(=O)c3ccccc3)[C@H](Cc3ccccc3)C(=O)N2Cc2ccc(F)cc2)cc1 (stereo not given in full)	-2.1	3.5	8.8	1.3	2.2	-4.0	35.7	6.2	0.3
17	COc1ccc(C(=O)NCC(=O)OCCCOC(=O)CNC(=O)c2ccc(OC)c(OC)c2)cc1OC	0.9	-0.3	12.9	-10.0	3.5	-0.5	-6.1	5.9	-0.4
21	CCC1CCc2sc(C(=O)N(C)CC(=O)Nc3ccc(OC)cc3)cc2C1 (stereo not given)	5.9	7.6	13.0	-1.3	0.3	-0.4	36.5	5.9	3.6
26	COc1nc(=O)n(C2OC(CO)C(O)C2O)cc1C (stereo not given)	-8.1	-0.1	-2.9	-0.4	-0.6	-0.8	3.0	-2.0	-0.3
27	COc1cc2cnc(C3=CCCCC3)cc2cc1OC	-3.0	-1.4	-1.6	0.7	0.8	-6.4	10.7	7.7	0.1
